# Source: PubChem (National Center for Advancing Translational Sciences (NCATS))
# KCNH2 3.1 inh: inhibitors of human KCNH2 3.1 potassium channel isoform | U2OS KCNH2 3.1, thallium flux FluxOr; hits give low values | activity change, % (tested at about 1.8 µM) | 0.95% of 340,000 active | AID 720553;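 active = maximum activity change below -70%; inconclusive = maximum activity change from -70% to -50%; inactive = maximum activity change above -50%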;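 note: thallium influx rate constant from kinetic fluorescence after stimulation buffer; % is set by controls: 0 for no effect and ±100 for the full control effect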
#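 Steps: virus added to U2OS suspension (4 h, RT, dark); medium with 10% FBS added, cells plated, 37 C overnight; FluxOr/Red40 loading buffer 45 min RT; stimulation buffer, 2 min kinetic read; rate constant normalized.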
# Tb PFK block: T. brucei PFK enzyme inhibition; AID 485367; T. brucei PFK, ADP-Glo luminescence; Potency, µM (doses to about 57.5 µM), for inactives: top-dose activity, negative = inhibition, hits mostly inhibitors; O15648; 0.17% of 330,000 active;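 note: potency is the fitted concentration of half-maximal effect; 0% = uninhibited 1x PFK enzyme wells and -100% = no-enzyme wells; nearly all actives have a fitted effect of over 60% in size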
#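 1.25 nM PFK with 0.5 mM F6P and 0.1 mM ATP in 0.1 M TEA pH 8.0, 5 mM MgCl2, incubated 45 min at room temperature; ADP measured by ADP-Glo luminescence; compounds titrated up to 57 uM.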
# FLuc counter: inhibits or activates purified firefly luciferase, miR-21 counter-screen | P08659 | purified FLuc, Km substrates, luminescence inhibition | Potency, µM (doses to about 57.5 µM), without a hit: top-dose activity change, negative = inhibition, hits mostly inhibitors | 6.9% of 360,000 active;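 note: potency is the fitted concentration of half-maximal effect; plate controls were vehicle for no effect and reference inhibitor for full effect; nearly all actives have a fitted effect of over 55% in size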
# Target sequence (P08659 whole entry, looked up): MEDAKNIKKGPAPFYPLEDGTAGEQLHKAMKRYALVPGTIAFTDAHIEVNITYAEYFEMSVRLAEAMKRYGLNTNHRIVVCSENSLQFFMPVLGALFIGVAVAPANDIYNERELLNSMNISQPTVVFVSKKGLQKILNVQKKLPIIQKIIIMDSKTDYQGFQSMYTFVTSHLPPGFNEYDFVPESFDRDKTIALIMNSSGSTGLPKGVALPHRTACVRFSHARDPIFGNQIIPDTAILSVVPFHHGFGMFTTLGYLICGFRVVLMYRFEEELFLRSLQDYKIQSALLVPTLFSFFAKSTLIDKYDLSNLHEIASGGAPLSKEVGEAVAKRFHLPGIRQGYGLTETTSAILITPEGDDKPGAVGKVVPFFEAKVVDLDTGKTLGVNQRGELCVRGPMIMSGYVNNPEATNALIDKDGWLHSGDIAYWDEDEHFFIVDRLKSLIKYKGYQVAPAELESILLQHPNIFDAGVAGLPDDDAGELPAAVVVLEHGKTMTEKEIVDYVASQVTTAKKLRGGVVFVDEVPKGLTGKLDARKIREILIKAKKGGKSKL
#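 Purified P. pyralis luciferase, 10 nM final, with Km-level 10 uM D-luciferin and 10 uM ATP in 50 mM Tris acetate pH 7.5, 10 mM Mg acetate, 0.01% Tween-20, 0.05% BSA; 6-point qHTS titration about 60 µM downward; luminescence read.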
# Giardia killer: Giardia lamblia killing | activity change, % at 7.66 µM, hits read low | 0.15% of 340,000 active | Giardia lamblia trophozoite viability; in the data active = activity change below about -80%; inconclusive = between about -30% and that limit;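 note: parasites exposed to compound for two days anaerobically before the ATP read; % is set by controls: 0 for no effect and ±100 for the full control effect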
#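 Luminescent ATP signal served as the viability read-out, measured 15-30 min after adding ATP detection reagent to trophozoites that had been incubated with compounds for 48 hrs at 37 deg C anaerobically at 100 cells/well.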
# ELG1 genotox: induces genotoxicity in HEK293T cells with luciferase-tagged ELG1; HEK293T ELG1-luciferase reporter, luminescence, 16 h; Potency, µM (titrated, usually from 46 µM), inactives show top-dose activity change, positive = activation, actives largely listed as activators; 1.3% of 330,000 active; note: potency is the fitted concentration of half-maximal effect; % of control where 0% means no effect; nearly all actives have a fitted effect of over 60% in size
#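 After overnight (16 hr) compound treatment at 37 °C, ELG1-luciferase HEK293T cells were lysed with ONE-Glo; luminescence quantified 30 min later at room temperature.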
# VP16 counter: Gal4-VP16 reporter inhibition counter-screen; 3.5% of 310,000 active; Potency, µM (doses to about 53.6 µM), inactives show at the highest dose activity, negative = inhibition, hits mostly inhibitors; Drosophila S2 Gal4-VP16 UAS-luciferase, luminescence, 20 h;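 note: Gal4-VP16 expression switched on by copper sulfate through the metallothionein promoter; potency is the fitted concentration of half-maximal effect; % is set by controls: 0 for no effect and ±100 for the full control effect; nearly all actives have a fitted effect of over 50% in size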
# Coupling enz: inhibits coupling enzyme system, counter-screen for aldolase hits; activity change, negative = inhibition, % at 58.2 µM, hits read low; 0.67% of 290,000 active; AID 2472; coupling enzyme system counterscreen, AmpLite Red fluorescence; in the data active = activity change below about -30%; note: % is set by controls: 0 for no effect and ±100 for the full control effect
#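 Counterscreen lacking aldolase: glyceraldehyde-3-phosphate coupling-enzyme reagent preincubated 10 min at RT with compound (at 57.5 uM final), then substrate/coupling system with AmpLite Red added; fluorescence read at 525/598 nm after 20 min RT.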
# RORg inh: inhibitors of mouse ROR gamma transcriptional activity | P51450 | Drosophila S2 Gal4-RORgamma UAS-luciferase reporter, 20 h | Potency, µM (titrated, usually from 53.6 µM), without a hit: at the highest dose activity change, negative = inhibition, usual class: inhibitors | 5.4% of 310,000 active | AID 2551; note: potency is the fitted concentration of half-maximal effect; % is set by controls: 0 for no effect and ±100 for the full control effect; nearly all actives have a fitted effect of over 60% in size
# Target sequence (P51450 whole entry, looked up, the tested form may be a part): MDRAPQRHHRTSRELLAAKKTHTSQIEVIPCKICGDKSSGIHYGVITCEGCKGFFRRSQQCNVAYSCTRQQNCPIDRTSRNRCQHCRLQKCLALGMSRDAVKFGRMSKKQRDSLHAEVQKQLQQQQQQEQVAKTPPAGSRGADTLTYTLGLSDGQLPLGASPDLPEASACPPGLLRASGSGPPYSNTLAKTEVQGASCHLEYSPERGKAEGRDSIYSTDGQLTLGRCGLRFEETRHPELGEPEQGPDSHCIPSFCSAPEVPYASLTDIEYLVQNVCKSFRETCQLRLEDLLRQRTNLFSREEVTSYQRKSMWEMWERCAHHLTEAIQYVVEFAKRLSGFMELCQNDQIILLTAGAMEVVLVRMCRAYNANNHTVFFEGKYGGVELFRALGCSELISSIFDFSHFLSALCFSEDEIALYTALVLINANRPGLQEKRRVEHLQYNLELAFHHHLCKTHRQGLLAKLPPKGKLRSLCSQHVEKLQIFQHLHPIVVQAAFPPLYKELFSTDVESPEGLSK
#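 A Gal4/UAS one-hybrid system in insect cells: metallothionein-promoter Gal4–ROR gamma fusion plus Photinus luciferase reporter. Copper sulfate 700 uM final, 20 hr ambient incubation, luminescent detection after 10 min with reagent.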
# uPA surface inh: cell surface uPA generation inhibition; cell surface uPA generation assay, qHTS; Potency, µM (top dose mostly 38.3 µM), without a hit: at the highest dose activity change, negative = inhibition, most hits filed as inhibitors; 0.31% of 330,000 active; active = well fitted inhibition curve with a large enough effect; inconclusive = small, poorly fitted or top-dose-only effect; inactive = no such curve, though single readings can be large or run the other way; tested in mouse RAW 264.7 cells; note: potency is the fitted concentration of half-maximal effect; % is set by controls: 0 for no effect and ±100 for the full control effect; nearly all actives have a fitted effect of over 55% in size
# Rab9 promoter act: activates the Rab9 promoter. Huh7 Rab9 promoter-luciferase reporter, luminescence, 24 h. Potency, µM (doses to about 9.22 µM), for the others: top-dose activation, negative = inhibition, usual class: activators. 2.8% of 320,000 active. AID 485297; note: potency is the fitted concentration of half-maximal effect; % of control where 0% means no effect; nearly all actives have a fitted effect of over 60% in size
#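 Cell-based reporter: Huh7 stable for Rab9 promoter-driven luciferase, plated in reduced-serum medium with 10% FBS at 1500 cells/well, compound-treated 24 h at 37 °C, luminescence read after 10 min reagent.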
# NPC1 promoter act: activates the NPC1 promoter | Huh7 NPC1 promoter luciferase reporter, 24 h | Potency, µM (titrated, usually from 9.22 µM), inactives show at the highest dose activation, most hits filed as activators | 2.4% of 320,000 active | AID 485313;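 note: potency is the fitted concentration of half-maximal effect; % of control where 0% means no effect; nearly all actives have a fitted effect of over 60% in size; reporter is driven by a mutant NPC1 promoter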
#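 Stable NPC1-promoter luciferase Huh7 line; cpd (DMSO) 24 h, 37 °C, 5% CO2; Amplite luciferase reagent 10 min RT; luminescence readout. qHTS format.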
# The depositor's hits bear a star; u = inconclusive; x = not tested or not shown; [ ] = remark or other dose. Unless noted, calls come from the whole dose curve; as a rule, active = well fitted curve in the direction sought with a large enough effect; inconclusive = small, poorly fitted or top-dose-only effect, or another doubt; inactive = no such curve, though single readings can be large; an effect the other way counts as inactive or inconclusive.
SMILES,KCNH2 3.1 inh,Tb PFK block,FLuc counter,Giardia killer,ELG1 genotox,VP16 counter,Coupling enz,RORg inh,uPA surface inh,Rab9 promoter act,NPC1 promoter act
CC(=O)Nc1ccc(OCC(=O)NC(C)c2ccc(F)cc2)cc1 (centres undefined),0.7,-0.1%,-0.7%,-13.1,1.9%,8.5%,0.1,3.0%,21.3%,-7.1%,-5.6%
CCc1ccc(NC(=O)CC2C(=O)NCCN2C(=S)Nc2ccccc2)cc1 (centres undefined),2.3,0.0%,2.4%,-7.3,7.4%,1.6%,-4.5,u,-2.5%,-1.5%,0.9%
Cc1c(C#N)c(NC(=O)CCl)n(Cc2ccc(F)cc2)c1C,10.6,-5.9%,-6.3%,-9.3,-21.1%,u,-0.4,-42.8%,u,-33.2%[inhibitor],-24.9%
CCCCCCCCCn1c2c(c(=N)c3c1CCC3)CCC2,-4.8,0.5%,8.8%,45.3[activator],-6.4%,u,0.3,61.7%,-7.1%,-31.5%[inhibitor],-36.0%[inhibitor]
Cc1cccc(C)c1OCCCn1ccnc1,-4.7,-4.0%,-5.4%,-4.0,-4.9%,-10.3%,-6.7,-30.1%,-5.2%,1.2%,-9.0%
C[C@H](NC(=O)c1nc[nH]c1C(=O)N1CCN(c2ccccc2)CC1)C(=O)OC(C)(C)C,16.4,-9.1%,0.6%,6.8,0.8%,u,3.9,u,11.0%,-15.8%,-1.5%
CCN(CC)CCN1c2ccccc2Sc2ccccc21,-11.6,-9.5%,6.5%,-11.9,-8.8%,-0.8%,x,-29.3%,u,-1.6%,-1.0%
CCOC(=O)C1=C(N)Oc2cc(C)n(CCc3ccc(OC)c(OC)c3)c(=O)c2C1c1cccnc1 (centres undefined),-0.6,-2.1%,2.0%,-10.5,-9.9%,4.0%,2.0,9.0%,-9.3%,1.4%,0.4%
CN1CCN(C(=O)c2ccc(N(Cc3ccccc3Cl)S(C)(=O)=O)cc2)CC1,26.9,1.8%,-0.5%,11.3,-0.4%,-2.3%,4.4,0.7%,-0.2%,-2.8%,-0.8%
CCc1cc(=O)oc2c(C)c(OCC(=O)N3CCC(C(=O)O)CC3)ccc12,-9.6,2.2%,-0.1%,-1.5,-0.4%,-8.3%,2.8,-21.5%,0.5%,-8.6%,1.9%
COc1cc(C(=O)NCC(c2cccnc2)N2CCN(c3ccccc3)CC2)cc(OC)c1OC (centres undefined),3.2,-6.4%,-1.5%,-16.9,-2.0%,2.0%,2.0,27.8%,-19.9%,1.6%,-4.7%
CCc1cc(Cn2nc(-c3ccccc3C)cc2C(=O)O)on1,20.7,-5.1%,0.0%,-1.8,14.1%,x,x,x,-19.9%,0.0%,-2.2%
N#C/C(=C\c1cccs1)C(=O)c1ccccc1,-1.8,15.1%,15.1µM*,-10.3,3.9%,-3.4%,0.1,-12.2%,0.8%,7.8%,2.1%
COc1ccc(C(=O)Nc2nnc(SCC(=O)NC3CC3)s2)cc1,1.9,0.0%,1.2µM*,u,u,u,-3.1,u,-5.3%,2.51µM*,1.41µM*
COc1cccc2cc(C(=O)OCc3ccccc3)c(=O)oc12,2.7,-9.6%,6.01µM*,-9.3,4.0%,x,5.7,x,4.2%,10.8%,1.7%
Cc1cc(=O)oc2cc(Nc3ccccc3)ccc12,-0.9,-2.6%,u,-27.1,18.0%,-12.5%,-3.5,2.1%,0.8%,28.5%,7.1%
Cn1cc(C(=O)Nc2ccc(F)c(F)c2)cn1,-15.7,4.1%,4.7%,9.0,5.5%,10.7%,-1.0,14.4%,-0.1%,1.8%,-1.0%
Cc1ccc2c(c1)C(SCC(=O)NCCc1ccccc1)CC1(CCCC1)O2 (centres undefined),-12.8,3.5%,-0.8%,-8.4,-2.0%,-8.9%,-10.0,-3.1%,-5.4%,3.8%,-3.4%
Cc1c(C(=O)NCc2cccnc2)oc2c1C(=O)CC(C)(C)C2,6.2,20.3%,-0.2%,2.7,3.0%,10.8%,1.7,5.6%,3.7%,-0.1%,0.5%
N/C(=N\OCc1ccc([N+](=O)[O-])cc1)c1ccncc1,3.8,-4.6%,15.1µM*,-3.7,u,-1.6%,2.8,-7.0%,-3.6%,-26.7%,u
N#Cc1c(N(CCO)CCO)nc(N)c2c(N)nc3c(c12)CC(=O)N3Cc1cccs1,1.1,1.5%,1.1%,-16.9,-2.4%,-6.1%,-31.1*,-11.7%,2.7%,8.6%,-2.5%
CS(=O)(=O)Cc1ccc(C(=O)N2CCN(C(=O)c3cccs3)CC2)cc1,-0.6,4.2%,x,6.9,0.2%,x,x,x,-1.8%,x,x
CCOc1ccc(CCNC(=O)Cn2c(=O)oc3ccccc32)cc1OCC,x,3.6%,2.0%,12.7,3.3%,-3.2%,1.0,27.6%,x,0.8%,5.1%
COc1ccc(CN2CCN(C(=O)c3cccs3)CC2)c(OC)c1OC,-0.2,-8.9%,-0.4%,18.8,2.2%,1.2%,-5.3,0.1%,-7.0%,-1.1%,4.9%
CCCCNC(=S)NCC(c1ccccc1)c1c[nH]c2ccccc12 (centres undefined),-4.4,-8.0%,0.3%,-3.7,-7.7%,u,-4.5,u,3.3%,-2.1%,0.4%
CCSc1nnc(NC(=O)CSc2sc3c(O)cc(=O)[nH]c3c2C#N)s1,1.9,0.7%,-3.9%,-11.3,-2.3%,5.3%,1.2,-2.5%,3.5%,-0.2%,0.3%
C=CCN(C)NC(=O)Nc1ccccc1,9.4,-0.1%,-0.8%,2.8,-2.7%,-0.1%,1.0,20.2%,4.2%,4.9%,-4.4%
Cc1cccc(N(CC(=O)N2CCc3ccccc3C2)S(C)(=O)=O)c1C,15.3,-1.9%,-4.2%,u,-4.2%,-7.0%,-0.2,17.7%,-1.9%,0.7%,0.8%
CSc1ncccc1C(=O)OCC(=O)N(C)c1c(N)n(Cc2ccccc2)c(=O)[nH]c1=O,1.3,0.8%,9.1%,6.9,6.4%,x,x,x,0.3%,1.2%,-3.1%
Cn1nc(C(C)(C)C)c([N+](=O)[O-])c1C(=O)N1CCOCC1,-19.1,-9.7%,1.9%,25.6,-4.2%,-2.4%,x,3.1%,37.4%[activator],-2.8%,-1.4%
O=C(Nc1ccc2oc(-c3ccccc3)nc2c1)c1cc(-n2cnnc2)ccc1Cl,-3.5,28.6%,u,-24.3,-1.7%,-12.5%,-8.2,-16.7%,5.2%,u,19.1%
CNC(=O)CS(=O)CC(=O)Nc1cc(OCCOC)c(Cl)cc1Cl (centres undefined),2.6,2.8%,-0.7%,3.1,1.2%,5.6%,0.7,1.0%,0.8%,0.0%,-1.7%
COc1ccccc1C(=O)OCc1nc(N)nc(Nc2ccccc2C)n1,7.2,-1.0%,u,6.4,7.0%,-2.6%,-1.7,14.0%,-5.3%,17.7%,u
Cn1c2c(c(=O)n(C)c1=O)CN(Cc1ccco1)CN2,10.8,-4.5%,8.0%,1.3,0.5%,-1.9%,-0.6,0.0%,-6.3%,4.3%,1.6%
CC(C)(C)c1ccc(C(=O)NNc2ncccc2-n2cccc2)cc1,41.3,0.1%,-8.1%,2.8,-4.4%,u,-1.3,u,-4.2%,9.5%,10.0%
CCn1cc([N+](=O)[O-])c(C(=O)N2N=C(c3ccccc3)CC2c2ccc([N+](=O)[O-])cc2)n1 (centres undefined),-10.8,-7.1%,-13.9%,-3.1,8.1%,-1.0%,-3.1,3.5%,-0.2%,-7.4%,1.3%
O=C(CNc1ccc(Cl)cc1)c1ccc(Br)cc1,-1.6,-4.1%,-2.2%,-8.1,10.1%,-3.3%,1.3,18.0%,-5.5%,u,0.8%
CCN1CCN(C(=O)c2cc3c(s2)-c2ccccc2S(=O)(=O)C3)CC1,1.0,0.8%,3.0%,u,5.0%,1.7%,0.7,-5.4%,0.0%,-0.9%,-4.6%
Cc1ccn2c(=O)nc(SCC(=O)Nc3ccc4c(c3)OCO4)nc2c1,-3.9,2.4%,0.3%,-15.6,0.6%,x,x,x,0.8%,-2.9%,0.6%
CCOC(=O)COc1ccc2nsnc2c1,-7.6,-6.1%,1.2%,5.0,0.9%,3.4%,1.3,-0.7%,-3.8%,2.0%,-2.5%
CCOc1ccc(CCNC(=O)C2CCCN(S(=O)(=O)N3CC(C)CC(C)C3)C2)cc1OCC (centres undefined),-2.2,-1.5%,1.2%,8.8,-7.3%,-2.2%,0.9,-14.0%,0.9%,-6.6%,-2.0%
c1ccc(CNc2nc(-c3cccs3)nc3ccccc23)cc1,-41.8,-0.3%,-6.7%,-6.4,9.0%,u,0.8,4.5%,5.9%,-3.1%,-2.4%
